Source: PubChem BioAssay (Sanford-Burnham Center for Chemical Genomics)
UPR CHOP act: activators of apoptotic arm of unfolded protein response (CHOP) | CHO-CHOP luciferase reporter, UPR activation, luminescence; percent of tunicamycin response over DMSO baseline | activation, % at 10 µM | hit rate 0.34% among 330,000;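 active = at 10 µM dose, activation of 40% or more, normalized to positive control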;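 also: 100% = tunicamycin at 10 µg/mL and 0% = DMSO alone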
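Evaluation: % reporter activation, DMSO baseline versus tunicamycin full activation; System: CHO-CHOP luciferase reporter cell line; Input: 500 cells/well; Incubation: 6 h compound treatment, 37 °C; Measured by: Steady-Glo luciferase luminescence; Dosing: one dose, 10 µM in 0.5% DMSO; Buffer or medium: F12 medium, 10% FBS; Benchmarks: positive tunicamycin 10 µg/mL, negative DMSO alone.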
UPR XBP1 act: adaptive UPR (XBP1) activation | hit rate 0.33% among 330,000 | CHO-XBP1 luciferase reporter, IRE1-XBP1 UPR activation, luminescence; percent of tunicamycin response, DMSO as zero | activation, % at 20 µM;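 active = versus positive control, 20 µM dose yields 30% or more activation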;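 also: 100% = tunicamycin at 10 µg/mL and 0% = DMSO only wells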
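incubation = overnight seeding at 37 °C, 6 h compound treatment at 37 °C | assay system = CHO-XBP1 cells stably carrying IRE1-XBP1-driven luciferase reporter | input = 1000 cells per well | detection = luciferase luminescence | dosing = single point, 20 µM final compound, 1% DMSO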
697 NFkB inh: inhibitors of the PMA/ionomycin-induced NF-kB reporter in 697 B cells. AID 435022. inhibition, % at 4 µM. hit rate 0.33% among 330,000. 697 B-cell NF-kB luciferase reporter, 16 h; in the data active = inhibition above about 35%
APJ ag: agonists of human APJ apelin receptor; hit rate 0.11% among 330,000; activation, % at 20 µM; P35414; AID 2520; CHO-K1 APJ PathHunter beta-arrestin, luminescence; 0% DMSO wells, 100% apelin;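 active = activation more than six SD over the plate average, tested at 20 µM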;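 also: 0% = DMSO alone and 100% = apelin-13 at 10 nM; some results filed as inactive read as strong as hits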
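assay system = CHO-K1 APJ beta-arrestin complementation cell line | input = cell density 1000 per well | dosing = compound 20 µM once, DMSO 1% | timing = compound 90 min 25 °C, reagent 1 h | measured by = luminescence from split beta-galactosidase complementation, Galacton Star/Emerald II substrate | read-out basis = APJ agonist activity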
Mdm2 MdmX PPI: inhibitors of human Mdm2/MdmX interaction; AID 485346; SaOS-2 split-luciferase Mdm2/MdmX complementation, luminescence; O15151+Q00987; inhibition, % at 8 µM; hit rate 3% among 330,000;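 active = inhibition of at least 50% at 8 µM in the primary screen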
Target sequence (O15151 whole entry, looked up): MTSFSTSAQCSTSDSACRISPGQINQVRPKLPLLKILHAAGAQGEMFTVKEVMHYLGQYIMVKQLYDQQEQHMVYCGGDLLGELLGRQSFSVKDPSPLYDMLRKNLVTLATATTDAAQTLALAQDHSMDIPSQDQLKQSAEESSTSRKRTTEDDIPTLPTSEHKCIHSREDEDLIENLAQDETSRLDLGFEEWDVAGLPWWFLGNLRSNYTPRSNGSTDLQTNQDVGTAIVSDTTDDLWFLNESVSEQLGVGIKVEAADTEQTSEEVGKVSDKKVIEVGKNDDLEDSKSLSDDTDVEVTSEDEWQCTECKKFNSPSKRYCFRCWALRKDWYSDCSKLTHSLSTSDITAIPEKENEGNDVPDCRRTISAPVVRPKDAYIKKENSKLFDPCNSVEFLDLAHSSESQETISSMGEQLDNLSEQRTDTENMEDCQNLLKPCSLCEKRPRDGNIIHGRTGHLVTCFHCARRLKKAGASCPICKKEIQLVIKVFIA
Target sequence (Q00987 whole entry, looked up): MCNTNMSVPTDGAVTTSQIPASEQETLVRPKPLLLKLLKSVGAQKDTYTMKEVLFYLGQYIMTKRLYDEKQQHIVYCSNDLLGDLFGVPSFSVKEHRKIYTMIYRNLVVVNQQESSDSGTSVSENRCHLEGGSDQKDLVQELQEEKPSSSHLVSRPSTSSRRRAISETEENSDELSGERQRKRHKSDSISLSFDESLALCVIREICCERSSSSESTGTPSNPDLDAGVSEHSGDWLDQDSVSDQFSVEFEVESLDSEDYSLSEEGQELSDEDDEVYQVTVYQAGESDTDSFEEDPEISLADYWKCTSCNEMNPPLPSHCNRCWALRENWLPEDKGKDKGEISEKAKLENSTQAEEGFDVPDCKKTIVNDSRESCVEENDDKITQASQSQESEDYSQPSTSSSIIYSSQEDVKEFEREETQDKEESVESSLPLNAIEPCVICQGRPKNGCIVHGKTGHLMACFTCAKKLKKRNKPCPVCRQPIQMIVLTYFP
APJ antag: blocks the human apelin receptor APJ. hit rate 0.32% among 330,000. CHO-K1 APJ beta-arrestin complementation, luminescence. AID 2521. inhibition, % at 20 µM. P35414;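 active = inhibition above about 40% at 20 µM, limit read from the data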;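 also: cells challenged with 10 nM apelin-13 agonist together with compound; plate controls were apelin-13 plus DMSO wells for no effect and DMSO wells lacking apelin-13 for full effect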
Jurkat NFkB inh: lowers PMA/ionomycin-induced NF-kB signal in Jurkat cells; PMA/ionomycin-induced NF-kB luciferase reporter, luminescence; inhibition, % at 4 µM; hit rate 0.53% among 330,000; AID 435003; in the data active = inhibition above about 50%
tim23-1 inh: tim23-1 yeast growth inhibition | S. cerevisiae tim23-1 growth, BacTiter-Glo luminescence, 24 h | inhibition, % at 20 µM | hit rate 1.3% among 330,000;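 active = growth inhibition of the mutant yeast at or above 50%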;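 also: temperature-sensitive mutant grown at 25 °C; plate controls were DMSO-treated mutant yeast for no effect and medium wells lacking yeast for full effect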
Active calls of the source: *.

SMILES	UPR CHOP act	UPR XBP1 act	697 NFkB inh	APJ ag	Mdm2 MdmX PPI	APJ antag	Jurkat NFkB inh	tim23-1 inh
CC(=O)c1nc(N2C(=O)CC(Cc3cc(C)cc(C)c3)C2=O)sc1C (centres undefined)	-0.2	0	12	-4	6	6	5	15
CCCCN1C(=O)N(c2ccc(Cl)cc2)C(C)(O)CC1(C)C (centres undefined)	0.4	1	14	-3	18	15	-5	12
CC(NC(=O)CCc1nnc(Cc2cccc(C(F)(F)F)c2)o1)C1CC1 (centres undefined)	2.7	0	-37	-2	-26	-9	-35	15
O=C(/C=C/c1cc([N+](=O)[O-])ccc1OC(F)F)Nc1cccc([N+](=O)[O-])c1	7.8	102*	34	2	75*	-18	3	3
O=C(OCc1cccc([N+](=O)[O-])c1)c1cc(=O)[nH]c2ccccc12	2.2	12	11	-2	-3	8	4	15
O=C(O)c1ccccc1OCc1ccccc1Cl	0.2	1	3	-1	-6	9	-1	-3
CC(C)C(c1nnnn1Cc1cccs1)N1CCN(c2ccccc2)CC1 (centres undefined)	-1.1	0	-12	-3	6	5	-8	3
CN1C(=O)CCC1(O)c1ccccc1 (centres undefined)	-1.7	1	0	-3	-14	4	4	8
O=C(Oc1ccc(=O)n(-c2ccccc2)n1)c1ccccc1	-3.2	-4	16	-1	13	15	-4	22
O=C(OCc1nc2ccccc2s1)c1ccco1	3.6	1	-80	0	5	5	-65	15

Overlap with the part before: two entries, then new ones.
SMILES	UPR CHOP act	UPR XBP1 act	697 NFkB inh	APJ ag	Mdm2 MdmX PPI	APJ antag	Jurkat NFkB inh	tim23-1 inh
O=C(Oc1ccc(=O)n(-c2ccccc2)n1)c1ccccc1	-3.2	-4	16	-1	13	15	-4	22
O=C(OCc1nc2ccccc2s1)c1ccco1	3.6	1	-80	0	5	5	-65	15
CC(C)c1ccc(/C=N/NC(=O)CCNC(=O)c2ccccc2)cc1	4.0	2	-38	0	5	22	-38	16
CCC(=O)N1CCc2cc(S(=O)(=O)CCC(=O)Nc3ccc(C)c(F)c3)ccc21	-1.8	-2	20	0	-8	0	5	1
Cc1c(N2C(=O)/C(=C/c3cccc4ccccc34)SC2=S)c(=O)n(-c2ccccc2)n1C	-0.2	-3	24	2	0	-4	10	19
CCN(CC(=O)NC(C)(C)C)C(=O)CCl	0.0	-3	-5	2	9	-6	7	9
COC(=O)C1=C(C)N(C)C(C)=C(C(=O)OC)C1c1ccncc1	-1.1	-1	23	-4	37	3	13	2
Clc1ccc(-n2cc(-c3ccc(Br)cc3)[n+]3c2CCCCC3)cc1	-0.7	0	-6	-1	8	5	-9	1
Cc1ccc(S(=O)(=O)NCCC(=O)OCC(=O)N(Cc2ccccc2)C(C)(C)C)cc1	1.2	-4	12	-2	9	10	-8	20
COc1ccc(NC(=O)Cc2nnc(SCC(=O)Nc3nccs3)n2C)cc1	-2.5	-5	13	-2	7	15	2	-3
CCOc1cc(/C=C2\C(=O)N(c3cccc(C(F)(F)F)c3)C(=O)c3ccccc32)ccc1O	13	1	-17	-2	-17	15	-2	65*
COc1cc(NC(=O)C2CCN(c3cnccn3)CC2)cc(OC)c1	1.4	-3	2	-2	-5	-15	5	15
CCOc1ccc(C2CC(c3ccc(OC)cc3)n3ncnc3N2)cc1 (centres undefined)	1.0	2	-34	-4	14	14	-26	8
CC(=O)Nc1ccc(N)cc1	2.8	-4	-16	-4	5	2	-44	3
CCn1c(=O)n(CC)c2cc(N3CCCC3)c(NC(=O)c3ccccc3OC)cc21	1.4	3	-16	1	31	2	-2	46
Cn1c(=O)c2sccc2n(Cc2ccc(Br)cc2)c1=O	3.0	-4	-20	-1	36	12	18	4
O=S1(=O)CC(O)C(NCc2ccco2)C1 (centres undefined)	-0.3	-3	-13	-1	-28	1	8	1
COc1ccc(-c2nc(CS(=O)(=O)CC(=O)Nc3cccc(C(C)=O)c3)c(C)o2)cc1	-0.5	-5	9	-4	26	27	1	4
COc1cccc(NC(=O)Nc2ccccc2SC)c1	-0.8	5	-16	-2	-6	-5	-7	6
O=C(COC(=O)c1cccnc1SC(F)F)NC1CC1	-2.4	-2	1	-3	-2	-4	-6	9
COc1ccc(NS(=O)(=O)c2ccc(Oc3cccc(C(=O)O)c3)cc2)cc1	1.3	-3	1	-2	4	2	0	6
Cc1ccc(-c2cnc(NC(=O)CCC(=O)N(C)Cc3ccccc3)n2C)cc1	-0.4	0	-22	-5	1	5	-9	3
CCCCn1nc(NC(=O)c2cccs2)c2cc3cc(OC)ccc3nc21	6.6	-2	-31	12	37	-23	-7	28
S=C(NCC1CCCO1)Nc1cccc(Cl)c1 (centres undefined)	-1.0	-4	-2	-2	3	12	-5	4
CC1CN(Cc2c(O)ccc3c(=O)c(-c4ccccc4)coc23)CC(C)O1 (centres undefined)	1.3	-2	24	-3	1	3	-11	16
CC(C)(O)C(=O)NNC(=S)NCc1ccco1	1.0	3	25	1	-16	-6	-3	9
CC(Oc1ccc2ccc(=O)oc2c1)C(=O)NCCN1CCOCC1 (centres undefined)	0.1	-6	-6	1	-1	17	3	8
NC(=O)NS(=O)(=O)Oc1ccccc1	0.9	1	-9	9	-6	-85	-2	16
CCc1ccccc1NC(=O)CN1CCN(C(=O)CNC(=O)c2ccccc2F)CC1	0.7	0	12	-4	2	4	-1	-5
NC(=O)c1ccc(NC(=O)COC(=O)c2c3c(nc4ccccc24)/C(=C\c2cccs2)CCC3)cc1	8.0	9	21	1	85*	-4	8	25
COc1ccc(C2/C(=C(/O)c3ccc(C)cc3)C(=O)C(=O)N2CC2CCCO2)cc1OC (centres undefined)	-1.4	-1	-6	0	-13	10	9	0
O=C(C1CCCN(c2ncnc3c2nc2n3CCCCC2)C1)N1CCN(c2ccccc2F)CC1 (centres undefined)	-1.2	-5	-43	2	23	10	-14	23
Cc1ccc(NC(=S)NCCC(c2ccccc2)c2ccccc2)c(C)c1	4.1	0	16	-3	61*	10	9	20
O=S(=O)(NCc1ccc(Cl)cc1)c1cnc[nH]1	-1.3	-1	8	-3	16	4	-7	2
O=C(CCNS(=O)(=O)c1cccc2nsnc12)Nc1ccc2c(c1)OCCO2	-1.5	0	12	-3	42	-2	3	-9
COc1ccc(CN2C(=O)C(Cc3ccccc3)Nc3ncnc(N4CCCCC4)c32)cc1 (centres undefined)	-0.8	-4	18	-12	2	-32	17	31
O=C(NC1CSC/C1=N\O)c1ccccc1 (centres undefined)	-3.1	1	9	-2	-4	14	-3	11
CC(C)C[C@H](N)c1nnc(S(=O)(=O)Cc2cccc(F)c2)o1	-0.1	-6	8	0	24	-1	13	-2
CS(=O)(=O)N1CCC(C(=O)Nc2ccc(F)cc2)CC1	-0.3	-3	7	-2	-1	15	8	9
O=C(Nc1cc(C(F)(F)F)ccc1N1CCCCC1)c1ccco1	1.3	-1	-5	-2	15	5	1	13
O=C(NCCC(=O)N(Cc1ccco1)Cc1cccs1)c1ccccc1Cl	0.2	-3	-1	-1	8	5	-4	25
COc1ccc(C(=O)O/N=C(\C)c2ccccc2)cc1	-7.4	-4	17	-2	-120	2	-12	45
COc1ccc(-c2cn[nH]c2-c2ccc(O)cc2O)cc1	3.4	0	11	-2	71*	-3	-4	14
CC(/C=N/NC(=O)C(O)c1ccccc1)=C\c1ccccc1 (centres undefined)	6.0	1	-21	-1	-21	6	-29	25
COc1cc(/C=C/C(=O)C2C(=O)C=C(C)OC2=O)cc(OC)c1O (centres undefined)	3.3	0	-10	3	3	-24	1	35
COc1cc(OC)c(-c2noc(C(=O)OC(C)(C)C)c2C(=O)OC(C)(C)C)c(OC)c1	2.9	0	-19	-2	-46	0	-17	14
COc1cccc(/C=C/c2n[nH]c(=O)c(C#N)c2C)c1	-1.3	-4	-9	-5	-12	16	-2	22
C=CCn1c(SCC(=O)NC2CCCc3ccccc32)nnc1-c1ccncc1 (centres undefined)	1.7	-3	-71	2	7	-10	-20	10
COc1cccc(/C=N/n2c(COc3ccccc3)n[nH]c2=S)c1	-1.9	2	5	-4	13	8	-7	49
Cc1nc(Cc2nnc(SCC(=O)N3CC(=O)Nc4ccccc43)o2)cs1	-3.0	-4	9	-4	8	-3	6	9
O=C(CCc1ccncc1)NC1CCCc2c1cnn2-c1cc(F)cc(F)c1 (centres undefined)	-0.6	-6	-11	0	-17	-40	1	5
COc1cccc(C(=O)Nc2cc([N+](=O)[O-])ccc2N2CCN(C)CC2)c1	-0.5	0	-21	0	-4	0	-25	10
(more compounds)
SMILES	UPR CHOP act	UPR XBP1 act	697 NFkB inh	APJ ag	Mdm2 MdmX PPI	APJ antag	Jurkat NFkB inh	tim23-1 inh
COCc1nnc(N)s1	0.4	-3	13	0	10	12	-3	5
Cc1ccc(Sc2cc(C)nc(-c3ccccn3)n2)cc1	22	13	-48	-5	-4	10	-23	46
Cc1cc2cc3c(C)cc(=O)oc3c(C)c2o1	-1.3	13	-32	0	8	-12	-44	3
CC(C)CCC(=O)N1CCC(N2CCC(C(=O)NCc3ccccn3)CC2)CC1	2.3	-2	5	-2	12	-42	14	-10
COc1ccccc1CNC(=O)C1CCN(S(=O)(=O)c2cccc3nonc23)CC1	2.1	0	8	-2	-8	-7	13	-2
CC(=O)c1cccc(N(CC(=O)N2CCCC2)S(C)(=O)=O)c1	-1.9	-2	5	-1	8	17	-2	13
C=C1c2cc(C)ccc2NC(=O)N1c1ccccc1	-2.1	-1	-4	-1	-26	12	1	16
Cc1ccc(C)c(C(=O)COc2ncnc3ccccc23)c1	3.3	-1	-19	-2	5	23	-21	-15
CCNC(=O)C(C)NC(=O)C1=NN(c2ccccc2)C(=O)CC1 (centres undefined)	0.1	-4	4	-1	0	16	3	-7
CCN(CC)CCn1c(N)nc2ccccc21	-1.4	-3	17	-7	7	-4	-8	-6

The list goes on; the last 2 above are carried over.
SMILES	UPR CHOP act	UPR XBP1 act	697 NFkB inh	APJ ag	Mdm2 MdmX PPI	APJ antag	Jurkat NFkB inh	tim23-1 inh
CCNC(=O)C(C)NC(=O)C1=NN(c2ccccc2)C(=O)CC1 (centres undefined)	0.1	-4	4	-1	0	16	3	-7
CCN(CC)CCn1c(N)nc2ccccc21	-1.4	-3	17	-7	7	-4	-8	-6
Cc1ccc(C(=O)O)cc1NS(=O)(=O)c1ccc2c(c1)oc(=O)n2C	-1.3	-1	-4	0	-4	-1	-33	12
Cc1cc(C)cc(-n2c(SC(C)C(=O)NCc3ccc4c(c3)OCO4)nc3ccccc3c2=O)c1 (centres undefined)	0.1	-2	-29	2	7	-8	5	34
Nc1nonc1-n1nnc(C(=O)N/N=C/c2ccccc2F)c1CN1CCc2ccccc21	3.3	-6	-14	-5	10	-7	2	33
CCOC(=O)C1=C(CC)Nc2ccccc2N/C1=N\S(=O)(=O)c1ccccc1F	0.1	-1	1	-1	25	8	2	-3
COc1ccc(NC(=O)CN2CCC(C(N)=O)(N3CCCCC3)CC2)cc1	1.1	-1	21	-4	10	6	3	15
COC(=O)C1C(=O)OC(C)(C)C1C(C)C(=O)c1ccccc1 (centres undefined)	0.3	3	9	-3	-11	0	4	-1

Arranged by the number under Jurkat NFkB inh (smallest number first): four from the list above.
structure	Jurkat NFkB inh
Cc1ccc(C(=O)O)cc1NS(=O)(=O)c1ccc2c(c1)oc(=O)n2C	-33
CCOC(=O)C1=C(CC)Nc2ccccc2N/C1=N\S(=O)(=O)c1ccccc1F	2
COc1ccc(NC(=O)CN2CCC(C(N)=O)(N3CCCCC3)CC2)cc1	3
COC(=O)C1C(=O)OC(C)(C)C1C(C)C(=O)c1ccccc1 (centres undefined)	4

An unsorted share of the library. About 5% of those tested had a hit in this group.
